Source: PubChem BioAssay (MTDP)
RNase H inhibition: RNase H inhibition, HIV 1 Gag Pol polyprotein, FRET biochemical assay, screening (AID 372). one-dose inhibition, % at 10 µM; IC50 in µM for titrated hits. hit rate 0.77% among 100,000. HIV-1 RT RNase H, FRET RNA/DNA substrate fluorescence; higher % means a stronger effect; in the data active = inhibition above about 50%
An asterisk follows results filed as active. The list is partial (hit frequency here may not be typical).

compound	RNase H inhibition
Fc1ccc(/C=N/c2ncn[nH]2)cc1	6%
COc1ccc(CN=C(Nc2ccccc2)SC2CC(=O)N(c3ccccc3)C2=O)cc1 (centres undefined)	23%
CCCCCOC(=O)C1=C(C)N(C)C(=O)NC1c1cccc([N+](=O)[O-])c1 (centres undefined)	9%
Cc1cccc(N2C(=O)NC(=O)/C(=C\C=C\c3ccccc3[N+](=O)[O-])C2=O)c1	24%
O=C1OC(c2ccccc2)=N/C1=C\c1cn(-c2ccccc2)nc1-c1cc2ccccc2oc1=O	2%
Cc1cc(Cl)cc(Cl)c1OCC(=O)Nc1cccc(Cl)c1	13%
O=C1/C(=C/c2ccc(Br)c([N+](=O)[O-])c2)SC(=S)N1Cc1ccccc1	13%
CC1CC(=O)C2=C(C1)OC(N)=C(C#N)C2c1ccc(C(F)(F)F)cc1 (centres undefined)	2%
O=C(NCCN1CCOCC1)c1cc(Cl)ccc1Cl	4%
Cc1nc(C)c(-c2csc(Nc3cccc(O)c3)n2)s1	7%
O=C1N/C(=N\N=C\c2ccccc2O)SC1Cc1cccc(C(F)(F)F)c1 (centres undefined)	5%
CCCOC(=O)C1=C(C)NC2=C(C(=O)CC(c3ccc(Cl)cc3)C2)C1c1ccc(Br)cc1 (centres undefined)	29%
Cc1nn(-c2ccc(C(=O)O)cc2)c(C)c1-c1cccc([N+](=O)[O-])c1	6%
CCN(CC)c1ccc(NS(=O)(=O)c2ccc([N+](=O)[O-])cc2)cc1	14%
CCCC1CCc2c(sc(NC(=O)C3c4ccccc4Oc4ccccc43)c2C(N)=O)C1 (centres undefined)	14%
COc1ccc(/C=C2/C(=O)NC(=O)N(c3ccc4c(c3)OCO4)C2=O)cc1Cl	0%
CC1=C(C(=O)Nc2ccc(Cl)cc2)C(c2ccccc2)NC(=S)N1 (centres undefined)	0%
c1ccc(-c2csc(NCc3ccco3)n2)nc1	0%
CC1CCCCN1S(=O)(=O)c1cccc2nonc12 (centres undefined)	11%
CCC(=O)Nc1sc2c(c1C(=O)Nc1ccccc1Cl)CCC(C)C2 (centres undefined)	15%
Cc1nc(Nc2nc(C)c3ccccc3n2)[nH]c(=O)c1C	2%
CC1=C(C#N)c2nc(N)c(C#N)c(C)c2/C1=C\c1ccc(I)o1	6%
CCOc1ccc2nc(SCC(=O)Nc3ncccn3)sc2c1	8%
O=[N+]([O-])c1ccc(N2CCN(C3CCCCCC3)CC2)cc1	19%
COc1cccc(NC(=O)c2ccccc2Cl)c1	4%

(listing goes on)
compound	RNase H inhibition
CCOC(=O)C1=C(C)N=C2SCC(=O)N2C1c1ccccc1OC (centres undefined)	9%
CCOc1cc(/C=C2\SC(=O)N(c3ccccc3)C2=O)ccc1OCC(=O)O	9%
Nc1nonc1C(=O)N/N=C/c1cccc(Br)c1	8%
COc1ccc(NC(=O)c2cc3n(n2)C(C(F)(F)F)CC(c2ccc(F)cc2)N3)cc1OC (centres undefined)	12%
COc1ccc(/C=N/Nc2ccccc2)cc1O	8%
O=c1c(C=NC2CC2)c(O)n(C2CCCCC2)c(=O)n1C1CCCCC1	0%
COc1ccc(COC(=O)C2=C(C)NC(=O)NC2c2cc(Cl)c(O)c(OC)c2)cc1 (centres undefined)	17%
NC(=O)c1cc(NC(=O)C(F)(F)F)c(Cl)cc1Cl	3%
COc1ccc2c(=O)c(-c3ccccc3Cl)c(C)oc2c1C	12%
CCOc1ccccc1NC(=O)CN(c1ccc(OC)c(Cl)c1)S(=O)(=O)c1ccccc1	9%
O=C(CN(c1ccccc1Cl)S(=O)(=O)c1ccccc1)Nc1ccc(I)cc1	16%
CCOc1ccc(C(=O)Nc2ccc(Cl)c([N+](=O)[O-])c2)cc1Br	9%
O=C(CN(c1ccccc1)S(=O)(=O)c1ccccc1)NCc1ccncc1	3%
Nc1cc(Cl)nc(N/N=C/c2c(F)c(F)c(F)c(F)c2F)n1	10%
OCCNc1ncnc2c1oc1ccccc12	11%
CCc1ccccc1NC(=O)C(C#N)=C1CCCCCC1	0%
Cc1ccc(NC(=O)c2ccc(C#Cc3ccccc3)cc2)cc1C	14%
CCCCCCCCc1nnc(NC(=O)Nc2ccc(Br)cc2)s1	4%
O=C(Nc1cc([N+](=O)[O-])ccc1F)c1cccc(Cl)c1	10%
O=C(Nc1nc(-c2ccc([N+](=O)[O-])cc2)cs1)c1ccc(Cl)cc1	32%
COc1ccccc1/C=N/NC(=O)CSc1nc2ccccc2n1C	20%
COC(=O)C1=C(C)N=c2s/c(=C/c3ccc4c(c3)OCO4)c(=O)n2C1c1cccs1 (centres undefined)	0%
COC(=O)CN(c1cc(Cl)cc(Cl)c1)S(C)(=O)=O	0%
O=C(O)CCCNC(=O)c1ccc(Cl)cc1	4%
Cc1ccc(NC(=O)c2ccccc2)cc1F	0%

(further entries)
compound	RNase H inhibition
O=C(Nc1cc(Oc2cncc(Cl)c2)cc([N+](=O)[O-])c1)c1nn2c(C(F)(F)F)cc(-c3cccs3)nc2c1Cl	33%
CC1(C)CC(=O)C2=C(C1)Nc1ccccc1N(C(=O)c1ccc(F)cc1)C2c1cccc([N+](=O)[O-])c1 (centres undefined)	8%
Cc1ccc(-c2nnc(-c3ccc([N+](=O)[O-])cc3)o2)cc1[N+](=O)[O-]	9%
COc1cc(NC(C)=O)c(OC)cc1N=NC1=C(O)CC(C)(C)CC1=O	12%
Cc1cccc2nc(-c3cccc([N+](=O)[O-])c3)oc(=O)c12	22%
CSc1ccc(/C=C(/NC(=O)c2ccccc2)C(=O)N2CCCCCC2)cc1	15%
CSc1ccc(C2NC(=O)CCC2[N+](=O)[O-])cc1 (centres undefined)	0%
COC(=O)C1=NNC2C(=O)N(c3cccc(C)c3C)C(=O)C12 (centres undefined)	4%
COc1ccccc1C1CC(c2ccc(Cl)cc2)=NN1c1ccccc1F (centres undefined)	16%
CN(C)c1ccc(C(=O)N2CCN(c3ccc(F)cc3)CC2)cc1	13%
Oc1cccc2ccc(/C=C/c3ccc(Br)s3)nc12	14%
COc1ccc(Nc2nc(NCc3ccco3)nc(N/N=C/c3ccccc3Cl)n2)cc1	15%
Cc1cccc(NC(=O)c2ccc3ccccc3n2)n1	15%
O=[N+]([O-])c1ccccc1N/N=C/c1ccccc1	12%
O=C(Nc1ccc(Cl)cc1)Nc1nnc(CSCc2ccccc2)s1	48%
COc1cc(NC(=O)Cc2ccccc2)ccc1NC(=O)c1cc2ccccc2o1	16%
CCOc1cc(/C=N/NC(=O)c2ccccn2)ccc1O	8%
COc1ccc(/C=N/NC(=O)COc2ccccc2C)cc1Cl	14%
CCOc1ccc2nc(SCC(C)=O)sc2c1	1%
CC(C)C(=O)Nc1ccc(-c2cnc(-c3ccc(NC(=O)C(C)C)cc3)nc2)cc1	0%
Brc1cccc(CN2CCN(c3ncccn3)CC2)c1	13%
O=[N+]([O-])c1cc(/C=N/N2CCN(Cc3ccc(Cl)cc3)CC2)ccc1Cl	10%
O=C(Nc1ccc2nn(-c3ccc(F)cc3)nc2c1)c1ccc2c(c1)OCCO2	11%
Cc1ccc(/C=N/N2CCN(Cc3ccc(Cl)cc3)CC2)o1	19%
O=C(CCc1ccccc1)Nc1ccc(Cl)cn1	3%

Three entries drawn at random from the list so far, as already listed:
compound	RNase H inhibition
O=C(Nc1ccc2nn(-c3ccc(F)cc3)nc2c1)c1ccc2c(c1)OCCO2	11%
COC(=O)C1=NNC2C(=O)N(c3cccc(C)c3C)C(=O)C12 (centres undefined)	4%
O=C(CCc1ccccc1)Nc1ccc(Cl)cn1	3%

Three of these compounds in a different format:
O=C(Nc1cc(Oc2cncc(Cl)c2)cc([N+](=O)[O-])c1)c1nn2c(C(F)(F)F)cc(-c3cccs3)nc2c1Cl
  RNase H inhibition: 33%

CC(C)C(=O)Nc1ccc(-c2cnc(-c3ccc(NC(=O)C(C)C)cc3)nc2)cc1
  RNase H inhibition: 0%

CC1(C)CC(=O)C2=C(C1)Nc1ccccc1N(C(=O)c1ccc(F)cc1)C2c1cccc([N+](=O)[O-])c1 (centres undefined)
  RNase H inhibition: 8%

The list goes on:
compound	RNase H inhibition
N#Cc1ccc(NC(=O)Nc2ccc(Cl)cc2)cc1	8%
CN1C(=O)/C(=C/c2c(Cl)ccc([N+](=O)[O-])c2Cl)SC1=S	30%
COc1ccc(S(=O)(=O)N(CCc2ccccc2)CC(=O)NCc2cccnc2)cc1	1%
Cc1c(Cl)cccc1NC(=O)c1cc(I)ccc1Cl	16%
COC(C(=O)Nc1ccc(OCc2ccccc2)cc1)c1ccccc1 (centres undefined)	6%
COc1ccc(C=Nc2cc(Cl)c(N)c(Cl)c2)cc1OC	3%
COc1ccc(NC(=O)CN(c2ccc(Cl)cc2C)S(C)(=O)=O)cc1	21%
O=C(CC(c1ccccc1)c1ccccc1)N1CCN(c2cccc(Cl)c2)CC1	8%
O=C(c1ccc(-c2ccc(Br)cc2)o1)N1CCOCC1	13%
COc1ccc(-c2nc(-c3ccccn3)no2)cc1OC	10%
COc1ccc(C(=O)Nc2ccc(C)cc2[N+](=O)[O-])cc1Cl	2%
c1ccc(-c2csc(Nc3ncccn3)n2)cc1	3%
CCC(=O)N1N=C2c3cc(OC)ccc3CCC2C1c1ccc(OC)cc1 (centres undefined)	19%
Cc1cc(C(=O)NC(C)C23CC4CC(CC(C4)C2)C3)c(C)o1 (centres undefined)	7%
CCSc1nnc(-c2ccc(OC)cc2)c2ccccc12	8%
Cc1c(Cl)cccc1NC(=O)c1ccccc1C(=O)O	6%
CN1C(=O)/C(=C\c2ccc(N(C)C)cc2)SC1=S	15%
CN1C(=O)S/C(=C\c2ccc(OCC(=O)O)c(I)c2)C1=O	0%
CN(Cc1ccccc1)c1nc2ccccn2c(=O)c1C=C1SC(=S)N(CCc2ccccc2)C1=O	0%
CCOCCOC(=O)c1ccc(NC(=O)c2cccc(Cl)c2)cc1	11%
COc1ccccc1N1CCN(/N=C\C=C\c2ccccc2)CC1	5%
CCOC(=O)C1=C(C)NC2=C(C(=O)CC(C)(C)C2)C1c1cccc(O)c1 (centres undefined)	0%
O=C(COC(=O)C1CCN(S(=O)(=O)c2cccc3cccnc23)CC1)c1ccccc1	0%
COc1ccc(OC)c(/C=C/C(=O)c2cccc(Br)c2)c1	16%
O=C(Nc1ccccc1)Nc1nnc(-c2ccc(F)cc2)s1	9%

Next compounds
compound	RNase H inhibition
COc1ccccc1N1CCN(C(=O)COc2cccc(C)c2)CC1	0%
O=[N+]([O-])c1ccc(N/N=C/c2cccc(Cl)c2Cl)cc1	0%
CCN(CC)c1nc(-c2ccccc2)c2cc(Cl)ccc2n1	12%
Cc1ccc(N(CC(=O)N2CCN(C(c3ccccc3)c3ccccc3)CC2)S(C)(=O)=O)c(C)c1	4%
Cc1ccc(S(=O)(=O)N(CC(=O)NCc2ccccc2C)c2ccc(C(C)C)cc2)cc1	16%
COc1ccc(C2CC(=O)C3=C(C2)NC(C)=C(C(=O)OCCOc2ccccc2)C3c2ccc3c(c2)OCO3)cc1 (centres undefined)	8%
COc1ccc(/C=C/C(=O)Nc2cccc([N+](=O)[O-])c2)cc1Br	1%
CCCOc1cccc(C(=O)Nc2ccc(F)cc2)c1	3%
O=C(Nc1ccccc1)c1cccc(N2C(=O)C3C4C=CC(C4)C3C2=O)c1 (centres undefined)	2%
Cc1ccc(/C=N/n2c(-c3ccccc3)n[nH]c2=S)o1	7%
COc1ccccc1NC(=O)c1cc(-c2cccs2)nc2ccccc12	2%
COc1cc(C=C2C(=O)NC(=O)NC2=O)cc(Br)c1OS(=O)(=O)c1ccc(C)cc1	14%
COc1ccc(Br)cc1C(=O)Nc1ccc(F)c([N+](=O)[O-])c1	3%
CCNC(=O)c1cc2c(C)nn(-c3ccccc3)c2s1	12%
CC1(C)C=C(/C=C/c2ccccc2)NC(=S)N1	7%
COC(=O)C1=C(C)NC(=O)/C1=C\c1ccc(Br)cc1	18%
FC(F)(F)c1ccc(-c2noc(C3CCCCC3)n2)cc1	19%
CCOC(=O)C1=C(C)N=c2s/c(=C\c3cc(Br)cc(OC)c3O)c(=O)n2C1c1ccc(SC)cc1 (centres undefined)	14%
Cc1cccc(N(CC(O)CN(Cc2ccccc2)Cc2ccccc2)S(=O)(=O)c2ccccc2)c1 (centres undefined)	8%
CC(O)C(=O)N/N=C/c1ccccc1 (centres undefined)	12%
Cc1ccc(NCC(=O)N/N=C\c2c3ccccc3cc3ccccc23)cc1	10%
O=C(CN1CCN(c2ccc([N+](=O)[O-])cc2)CC1)N1CCN(c2ccc([N+](=O)[O-])cc2)CC1	6%
CCC1=NN2C(=N)/C(=C/c3ccc(-c4cccc([N+](=O)[O-])c4)o3)C(=O)N=C2S1	15%
Cc1cc2nn(-c3ccc(Cl)cc3)nc2cc1NC(=O)c1ccccc1Br	52%*
COc1ccc(C2CC(=O)C3=C(C2)Nc2ccccc2NC3c2ccccc2Br)cc1OC (centres undefined)	16%

Looked up above:
RNase H inhibition, Cc1cccc(N(CC(O)CN(Cc2ccccc2)Cc2ccccc2)S(=O)(=O)c2ccccc2)c1 (centres undefined) : 8%
RNase H inhibition, Cc1ccc(/C=N/n2c(-c3ccccc3)n[nH]c2=S)o1 : 7%

(more compounds)
compound	RNase H inhibition
Cc1nc2ncccn2c1-c1csc(Nc2cccc(Cl)c2C)n1	24%
O=C(COc1ccc([N+](=O)[O-])cc1)Nc1cccc(Cl)c1Cl	1%
O=C(CN1C(=O)/C(=C/c2ccccc2Cl)SC1=S)N1CCOCC1	3%
CC1CC(CCN)(c2ccccc2)C(C)CN1C (centres undefined)	0%
O=C(NCCc1ccccc1)c1cc([N+](=O)[O-])ccc1Cl	0%
Cc1cc(/C=C2/SC(=O)N(C)C2=O)c(C)n1-c1ccc(I)cc1	21%
CCOc1ccccc1NS(=O)(=O)c1ccc(OC)c(OC)c1	4%
